ROMK mod – ROMK potassium channel modulators, primary screen, cell-based, thallium flux, MLSMR library; ATP-sensitive inward rectifier potassium channel 1 (Homo sapiens), P48048; Tet-inducible ROMK, thallium flux fluorescence; actives lie on both sides; B-score at 10 µM; 130,000 compounds, 2% hits; AID 1918, 2009;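 active means signal ratio slope over the read window, or its plate-corrected B-score, at least 3 SD from the plate mean, either direction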;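 further: B-score of the F/F0 ratio slope over 7 to 12 s after thallium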
S1P3 antag – S1P3 receptor antagonists, primary screen, cell-based. Sphingosine 1-phosphate receptor 3 (Homo sapiens), Q99500. 170,000 compounds, 0.27% hits. CHO S1P3 NFAT-BLA reporter, FRET fluorescence, antagonist mode. inhibition, % at 4.98 µM. AID 485, 2006;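 active means inhibition above the plate cutoff, the mean inhibition of test wells on that plate plus 3 SD, cut at about 28% in these data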;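 further: cells challenged with S1P at its EC80 of 0.8 µM; blue over green emission ratio from cleaved BLA substrate after 4 h stimulation; 0% = S1P-stimulated wells and 100% = unstimulated DMSO-only wells; some compounds past the cut are filed as inactive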
bIAP activator – bovine intestinal alkaline phosphatase activators, primary screen, biochemical, bovine IAP, CDP-star luminescence | purified bovine IAP, 30 min; active compounds read high; fold of DMSO-control signal, blank-subtracted | activation factor at 20 µM | 200,000 compounds, 0.17% hits;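 active means activation factor of 2 or more at 20 µM, a signal rise over negative controls twice the positive control's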
TLR4-MyD88 BLA – inhibitors of TLR4-MyD88 association in cells, primary screen, cell-based, HeLa CL3-4, BLA complementation, FRET ratio; inhibition, % at 8.4 µM; Toll-like receptor 4 (Homo sapiens) + Myeloid differentiation primary response protein …; HeLa CL3-4 TLR4/MyD88 BLA complementation; AID 861, 2007; 200,000 compounds, 0.18% hits; in the data active means inhibition above about 25%;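 further: 0% = vehicle and 100% = reference inhibitor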
Target sequence (O00206 whole entry, looked up): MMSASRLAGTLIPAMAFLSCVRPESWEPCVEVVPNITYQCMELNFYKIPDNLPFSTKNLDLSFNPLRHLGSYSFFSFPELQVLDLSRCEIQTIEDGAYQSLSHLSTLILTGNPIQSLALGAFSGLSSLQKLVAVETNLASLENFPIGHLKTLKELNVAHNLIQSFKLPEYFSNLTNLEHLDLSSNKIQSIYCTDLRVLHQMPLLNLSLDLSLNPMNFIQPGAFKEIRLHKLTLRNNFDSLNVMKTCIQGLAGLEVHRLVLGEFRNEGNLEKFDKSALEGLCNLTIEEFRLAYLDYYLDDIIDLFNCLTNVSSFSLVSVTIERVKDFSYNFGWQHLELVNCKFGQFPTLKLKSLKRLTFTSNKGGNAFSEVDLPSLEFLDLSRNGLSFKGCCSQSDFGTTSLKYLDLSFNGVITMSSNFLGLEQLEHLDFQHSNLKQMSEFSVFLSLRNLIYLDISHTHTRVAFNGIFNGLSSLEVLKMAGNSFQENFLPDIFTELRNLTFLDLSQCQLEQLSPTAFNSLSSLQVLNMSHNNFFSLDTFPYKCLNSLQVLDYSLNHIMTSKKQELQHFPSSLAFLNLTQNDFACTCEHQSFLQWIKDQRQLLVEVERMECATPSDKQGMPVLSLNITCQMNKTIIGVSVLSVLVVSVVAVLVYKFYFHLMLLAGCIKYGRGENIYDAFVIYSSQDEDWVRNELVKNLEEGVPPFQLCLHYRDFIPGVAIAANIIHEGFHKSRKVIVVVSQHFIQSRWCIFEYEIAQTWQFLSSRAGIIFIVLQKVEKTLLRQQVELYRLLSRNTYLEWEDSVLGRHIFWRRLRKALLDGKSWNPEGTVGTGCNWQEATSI
Target sequence (Q99836 whole entry, looked up): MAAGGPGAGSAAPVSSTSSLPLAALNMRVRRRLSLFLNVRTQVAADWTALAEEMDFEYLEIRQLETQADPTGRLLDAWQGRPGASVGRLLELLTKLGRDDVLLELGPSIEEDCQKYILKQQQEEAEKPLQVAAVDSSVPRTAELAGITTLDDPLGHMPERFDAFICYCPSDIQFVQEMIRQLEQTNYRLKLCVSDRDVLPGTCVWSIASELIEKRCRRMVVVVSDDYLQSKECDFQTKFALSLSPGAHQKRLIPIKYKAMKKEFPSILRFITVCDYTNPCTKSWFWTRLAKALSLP
PPARg SRC-1 ag – PPARgamma agonists recruiting SRC-1 coactivator, primary screen, biochemical. Peroxisome proliferator-activated receptor gamma (Homo sapiens), P37231. PPARgamma-SRC-1 coactivator recruitment biochemical assay. activation, % at 8 µM. 200,000 compounds, 0.41% hits; in the data active means activation above about 19%;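 further: 0% = DMSO and 100% = reference agonist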
TR-FRET SRC-2 ct – TR-FRET signal artefacts, primary screen, artefact control for PPARgamma SRC-2 agonist project, biochemical; TR-FRET artefact counter-screen; active compounds read high; 200,000 compounds, 0.4% hits; AID 1049, 2008; TR-FRET ratio at 8 µM; in the data active means TR-FRET ratio above about 2000; further: inactives centre near 1500
L major viab – Leishmania major promastigote growth inhibition, primary screen; 200,000 compounds, 9% hits; inhibition, % at 10 µM; Leishmania major promastigotes, resazurin fluorescence viability; AID 1063, 2008; in the data active means inhibition above about 50%;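 further: promastigotes grown with compound for 44 hours at 28 °C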
DTT redox prof – compounds producing H2O2 with reducing agent – biochemical, NIH compound library profiling, artefact control for MLSCN library redox annotation, primary screen. DTT-dependent redox cycling H2O2, phenol red/HRP absorbance; 100% = 100 µM peroxide control, 0% = buffer. activation, % at 10 µM. 200,000 compounds, 0.03% hits. AID 878, 2007;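 active means activation of at least 50% relative to the plate's high and low controls in the primary single-dose screen; inactive means activation below 50%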;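 further: compound incubated with DTT at 0.8 mM final as the reducing agent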
PPARg SRC-2 ag – agonists of PPARg-SRC-2 recruitment, primary screen, biochemical, HTS; PPARgamma LBD-SRC-2 recruitment; Peroxisome proliferator-activated receptor gamma (Homo sapiens), P37231; activation, % at 8 µM; 200,000 compounds, 0.34% hits; in the data active means activation above about 22%;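 further: 0% = vehicle and 100% = reference agonist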
bIAP inh – bovine intestinal alkaline phosphatase inhibitors, primary screen, selectivity assay for TNAP inhibitor project, biochemical, bovine IAP, CDP-star luminescence | 190,000 tested, under 10 active | inhibition, % at 20 µM | alkaline phosphatase, intestinal [Bos taurus] | purified bovine IAP, 30 min | AID 1019, 2008;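 active means over 50% inhibition of intestinal alkaline phosphatase at 20 µM in the single-dose screen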
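Incubation: 30 min reaction at room temperature / Material: purified bovine intestinal alkaline phosphatase (IAP) enzyme / Input: enzyme at 1/65,000,000 dilution / Dosing: 20 µM single dose / Signal: CDP-star luminescence signal / Reagent: CDP-star chemiluminescent phosphatase substrate, 30 µM final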
PPARg SRC3 recr – PPARgamma agonists recruiting SRC-3 coactivator, primary screen, biochemical; Peroxisome proliferator-activated receptor gamma (Homo sapiens), P37231; biochemical PPARgamma/SRC-3 coactivator recruitment assay; activation, % at 8 µM; 200,000 compounds, 0.26% hits; in the data active means activation above about 23%;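 further: 0% = DMSO and 100% = reference agonist; some compounds past the cut are filed as inactive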
An asterisk follows results filed as active; · = no result given.

| SMILES | ROMK mod | S1P3 antag | bIAP activator | TLR4-MyD88 BLA | PPARg SRC-1 ag | TR-FRET SRC-2 ct | L major viab | DTT redox prof | PPARg SRC-2 ag | bIAP inh | PPARg SRC3 recr |
| --- | --- | --- | --- | --- | --- | --- | --- | --- | --- | --- | --- |
| Fc1cccc(/C=N/NC(=S)Nc2ccccc2Cl)c1 | 0.062 | 7 | 0.9 | 12 | -7 | 1611 | -3 | 0.9 | 8 | 9 | -1 |
| O=C([C@H](O)c1ccccc1)N1CCC[C@H]1CO | -0.012 | -12 | 1 | 0 | 4 | 1426 | -7 | -0.2 | 0 | 0 | 1 |
| CC(=O)c1c(C)oc2ccc(NS(=O)(=O)c3ccc(O)c(C(=O)O)c3)cc12 | · | 2 | 0.9 | -14 | -8 | 1375 | -6 | 0.0 | 3 | 6 | 7 |
| COC(=O)c1ccc(NC(=O)C2CC2)o1 | · | · | 0.9 | 0 | -1 | 1549 | -7 | 4.1 | 2 | 8 | 9 |
| CCN(C(=O)c1cccnc1)c1ccccc1 | -0.49 | · | 1 | -2 | -1 | 1627 | -5 | 0.1 | -2 | 5 | -6 |
| CN(C)CCCN=Cc1c(O)n(Cc2ccccc2)c(=O)c2ccccc12 | · | · | 1.1 | 1 | -1 | 1630 | 92* | -0.7 | 0 | -11 | -4 |
| CSc1cccc(NC(=O)CSc2ccc(Cl)cc2)c1 | -0.7 | · | 0.9 | -6 | -3 | 1360 | 54* | 0.0 | 3 | 14 | -1 |
| COc1ccc(-c2cc(C(=O)Nc3ccc(Cl)cc3Cl)c3ccccc3n2)cc1OC | 0.044 | -3 | 0.5 | -3 | 5 | 1542 | 12 | -0.3 | -1 | 48 | 0 |
| COc1ccc(CN2CCCC(C(=O)N(C)Cc3ccccc3)C2)cc1OC (stereo not given) | · | -15 | 1 | 2 | 0 | 1556 | 86* | -0.7 | 5 | 0 | -4 |
| CCSc1nnc(NC(=O)C2CC(=O)N(Cc3ccc(C)cc3)C2)s1 (stereo not given) | -0.94 | -22 | 1 | -11 | 5 | 1611 | 4 | 0.7 | -5 | -3 | 0 |
| Cc1ccc(S(=O)(=O)Nc2ccc(SC(F)F)cc2)c(C)c1 | -0.16 | -4 | 1 | -23 | -4 | 1439 | 1 | -0.1 | -6 | 3 | -5 |
| CCC1CCC/C1=N\NC(=O)c1cc(C)[nH]n1 (stereo not given) | -0.063 | · | 1.4 | -6 | 0 | 1390 | 13 | 0.7 | 8 | -36 | -3 |
| CC(C)(C)NC(=O)C(=O)NNC(=O)c1ccccc1Br | 0.16 | 13 | 1.2 | -4 | 7 | 1613 | -6 | -1.1 | 8 | -23 | 1 |
| O=C(OC(C(=O)NCc1cccs1)c1ccccn1)c1cccs1 (stereo not given) | 0.6 | · | 1 | -2 | 2 | 1453 | 1 | 0.3 | 9 | 4 | 6 |
| C/C(Cn1cnc([N+](=O)[O-])n1)=N/NC(=O)COc1ccccc1Cl | -0.0098 | -14 | 0.9 | 8 | 3 | 1556 | 26 | -0.1 | -6 | 13 | -5 |
| C/C(=N\NC(=O)COc1ccc(C)cc1C(C)C)c1ccc(-n2ccnc2)cc1 | · | -5 | 0.8 | -9 | -10 | 1431 | 49 | 0.7 | -2 | 17 | 0 |
| O=[N+]([O-])c1cc(C(F)(F)F)ccc1NCCCN1CCOCC1 | -0.39 | 6 | 1 | -8 | 4 | 1746 | 88* | -1.5 | 5 | 0 | 3 |
| N#Cc1ccccc1/C=N/Nc1nc(-c2ccccc2)c2cc(Cl)ccc2n1 | · | · | 0.9 | 6 | 6 | 1548 | 3 | -6.7 | -1 | 10 | 10 |
| O=S(=O)(c1ccc2c(c1)OCCO2)N1CCN(c2nc3ccccc3s2)CC1 | · | 12 | 1 | 3 | 9 | 1466 | 10 | -1.2 | 9 | 4 | 2 |
| OCC1(CCCc2ccccc2)CCN(Cc2cc(F)ccc2F)CC1 | -2.6 | 22 | 1 | -4 | 7 | 1446 | 83* | -0.9 | -1 | -5 | -4 |
| Cc1cccc(C)c1NC(=O)CN(C)CC(=O)Nc1ccccc1Br | · | · | 1.3 | 0 | 4 | 1554 | -2 | -6.8 | 3 | -28 | -2 |
| Cn1ccnc1SCC(=O)Nc1cccc([N+](=O)[O-])c1 | 0.9 | -12 | 1.1 | 2 | 4 | 1406 | -3 | -0.8 | -4 | -11 | -6 |
| COc1ccc(N2C(=O)CC(NC3CCCCNC3=O)C2=O)cc1 (stereo not given) | 0.083 | · | 0.8 | 1 | 1 | 1552 | -7 | 0.8 | 2 | 22 | -1 |
| CCn1c(=N)n(CC(O)c2ccccc2)c2ccccc21 (stereo not given) | -1.3 | · | 0.7 | 7 | -1 | 1624 | 12 | -0.2 | 3 | 32 | -7 |

Part of the list above, reformatted.
Second line of a record: ROMK mod | S1P3 antag | bIAP activator | TLR4-MyD88 BLA | PPARg SRC-1 ag | TR-FRET SRC-2 ct | L major viab | DTT redox prof | PPARg SRC-2 ag | bIAP inh | PPARg SRC3 recr
- COc1ccc(CN2CCCC(C(=O)N(C)Cc3ccccc3)C2)cc1OC (stereo not given)
  · | -15 | 1 | 2 | 0 | 1556 | 86* | -0.7 | 5 | 0 | -4
- CC(C)(C)NC(=O)C(=O)NNC(=O)c1ccccc1Br
  0.16 | 13 | 1.2 | -4 | 7 | 1613 | -6 | -1.1 | 8 | -23 | 1

A second format for twelve compounds above:
Order of results – ROMK mod	S1P3 antag	bIAP activator	TLR4-MyD88 BLA	PPARg SRC-1 ag	TR-FRET SRC-2 ct	L major viab	DTT redox prof	PPARg SRC-2 ag	bIAP inh	PPARg SRC3 recr
CC(C)(C)NC(=O)C(=O)NNC(=O)c1ccccc1Br
    0.16	13	1.2	-4	7	1613	-6	-1.1	8	-23	1
O=C(OC(C(=O)NCc1cccs1)c1ccccn1)c1cccs1 (stereo not given)
    0.6	·	1	-2	2	1453	1	0.3	9	4	6
C/C(Cn1cnc([N+](=O)[O-])n1)=N/NC(=O)COc1ccccc1Cl
    -0.0098	-14	0.9	8	3	1556	26	-0.1	-6	13	-5
C/C(=N\NC(=O)COc1ccc(C)cc1C(C)C)c1ccc(-n2ccnc2)cc1
    ·	-5	0.8	-9	-10	1431	49	0.7	-2	17	0
O=[N+]([O-])c1cc(C(F)(F)F)ccc1NCCCN1CCOCC1
    -0.39	6	1	-8	4	1746	88*	-1.5	5	0	3
N#Cc1ccccc1/C=N/Nc1nc(-c2ccccc2)c2cc(Cl)ccc2n1
    ·	·	0.9	6	6	1548	3	-6.7	-1	10	10
O=S(=O)(c1ccc2c(c1)OCCO2)N1CCN(c2nc3ccccc3s2)CC1
    ·	12	1	3	9	1466	10	-1.2	9	4	2
OCC1(CCCc2ccccc2)CCN(Cc2cc(F)ccc2F)CC1
    -2.6	22	1	-4	7	1446	83*	-0.9	-1	-5	-4
Cc1cccc(C)c1NC(=O)CN(C)CC(=O)Nc1ccccc1Br
    ·	·	1.3	0	4	1554	-2	-6.8	3	-28	-2
Cn1ccnc1SCC(=O)Nc1cccc([N+](=O)[O-])c1
    0.9	-12	1.1	2	4	1406	-3	-0.8	-4	-11	-6
COc1ccc(N2C(=O)CC(NC3CCCCNC3=O)C2=O)cc1 (stereo not given)
    0.083	·	0.8	1	1	1552	-7	0.8	2	22	-1
CCn1c(=N)n(CC(O)c2ccccc2)c2ccccc21 (stereo not given)
    -1.3	·	0.7	7	-1	1624	12	-0.2	3	32	-7
